F508del corr = CFTR F508del correction in bronchial cells | CFBE cells, YFP halide quenching; stimulated with forskolin plus potentiator P3; % fluorescence drop versus neutral controls | activity (quench increase), % at 7.58 µM | actives 0.36% (n = 350,000);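 active = mean added fluorescence quench of at least 8% versus neutral control, with both replicates also reaching 8%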;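 note: cells transiently co-express mutant CFTR-F508del with the halide-sensitive YFP; corrector assay measuring rescue of mutant channel to the surface after 24 h compound exposure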
RAD52 anneal inh = inhibitors of human RAD52 DNA annealing; P43351; recombinant RAD52 DNA annealing, FRET fluorescence; inhibition, % at 18.7 µM; actives 0.46% (n = 360,000);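 active = every replicate showing at least 50% inhibition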
Target sequence (P43351 whole entry, looked up): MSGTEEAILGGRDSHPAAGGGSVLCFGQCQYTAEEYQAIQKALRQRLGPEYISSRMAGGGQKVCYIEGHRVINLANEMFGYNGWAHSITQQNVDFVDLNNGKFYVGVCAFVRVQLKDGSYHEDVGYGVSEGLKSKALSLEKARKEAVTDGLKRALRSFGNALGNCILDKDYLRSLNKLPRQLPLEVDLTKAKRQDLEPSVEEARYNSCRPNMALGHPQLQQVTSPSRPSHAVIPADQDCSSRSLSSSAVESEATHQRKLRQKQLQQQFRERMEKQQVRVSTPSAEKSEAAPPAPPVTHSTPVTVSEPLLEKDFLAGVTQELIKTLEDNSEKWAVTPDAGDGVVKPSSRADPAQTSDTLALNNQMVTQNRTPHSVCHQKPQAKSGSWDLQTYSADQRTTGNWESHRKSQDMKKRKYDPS
GSIS activator = GLuc luminescence reporter in INS-1E cells, primary screen for activators of glucose-dependent secretion of insulin; actives 0.61% (n = 370,000); INS-1E GLuc reporter insulin secretion, 2-3 h; activation, % at 16.6 µM;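 active = lowest replicate activation of at least 40%, so every replicate reaches that level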;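 note: 0% = median of neutral control wells and 100% = median of IBMX positive control wells; some compounds called inactive have numbers as strong as hits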
Xi reactivation = reactivates the inactive X chromosome in mouse fibroblasts; XiGFP mouse fibroblasts, % GFP-positive cells imaging, 3 d; cells co-treated with 5-aza-dC sensitizer; scaled so ellipticine positive control = 100%; activation, % at 7.58 µM; actives 0.055% (n = 360,000);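 active = mean normalized replicate activation at least 10% and every replicate at or above 10%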;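 note: 0% = median of on-plate neutral control wells and 100% = ellipticine 6 µM median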
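System: XiGFP fibroblasts, SV40-immortalized. Medium: DMEM plus 5-aza-dC sensitizer. Doses: single point. Timing: 3 d treatment, 15 min room-temperature fixation. Control set: ellipticine 6 µM.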
RAD54 branch = inhibitors of human RAD54 branch migration | Q92698 | inhibition, % at 10.4 µM | RAD54 Holliday junction branch migration, FAM/BHQ fluorescence | actives 0.14% (n = 360,000) | AID 602329;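 active = mean normalized replicate activity at least 40 and at least half of replicates scoring 40 or more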;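 note: 0% = median of neutral control wells and 100% = median of positive control wells; inhibitors cause a drop in the FAM fluorescence signal; in these data hits start at about 50%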
ARNT-TACC3 inh = ARNT/TACC3 interaction disruption; Q9Y6A5; AlphaScreen His-ARNT PAS-B/GST-TACC3 binding, luminescence; TACC3 fragment carries E629A point mutation; inhibition, % at 9.99 µM; actives 0.66% (n = 390,000); AID 623870;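 active = mean inhibition of replicates at least 50% and at least half of replicates each reaching 50%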;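 note: 0% = complete ARNT plus TACC3 wells and 100% = ARNT alone without TACC3; many hits fall short of the cut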
esBAF inh = SWI/SNF esBAF complex inhibition; actives 2% (n = 350,000); mouse ES cells, Bmi1-luciferase knock-in reporter, 24 h; 100% = twice the neutral-well signal; reporter increase, % at 12.5 µM; in the data active = activation above about 40%;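 note: 0% = median of the plate's neutral control wells and 100% = double that signal; a rise in the Bmi1 reporter signal indicates esBAF inhibition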
ERAP1 HTS inh = blocks human ERAP1 aminopeptidase activity; Q9NZ08; actives 0.15% (n = 340,000); inhibition, % at 10.7 µM; recombinant ERAP1, Leu-AMC fluorescence, 60 min;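 active = mean replicate inhibition of at least 30%, or all replicates individually reaching that 30% level; inactive = mean below 30% and not every replicate reaching it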;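 note: 0% = neutral control wells and 100% = L-leucinethiol positive control wells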
* marks the source's active call; other numbers are inactive results; / = no result given. Outcome played no part in choosing rows, and some 3.3% of all compounds hit somewhere here.

mol | F508del corr | RAD52 anneal inh | GSIS activator | Xi reactivation | RAD54 branch | ARNT-TACC3 inh | esBAF inh | ERAP1 HTS inh
CCOc1ccc(/C=C2\SC(=S)NC2=O)cc1OC | -0.4 | -180 | -60 | 0.0 | -5 | 7 | 9 | 13
COC(=O)C(Cc1ccccc1)NC(=O)CC(C)CC(=O)Nc1ccc(OC)cc1OC (stereo unspecified) | 0.3 | -5 | / | -0.1 | 4 | -2 | 3 | 1
CCOC(=O)c1c(NC(=O)COC(=O)CC(NC(C)=O)c2ccccc2)sc(C(=O)NC)c1C (stereo unspecified) | -2.9 | -13 | 13 | 0.5 | -2 | 2 | -4 | -1
CCNS(=O)(=O)c1ccc(NC(=O)CC(C)c2ccccc2)cc1 (stereo unspecified) | -1.6 | -5 | 9 | 0.0 | / | -6 | / | 0
CO[C@@H]1CN(C)C(=O)c2cc(NC(=O)C3CC3)ccc2OC[C@@H](C)N(Cc2nccs2)C[C@H]1C | 1.3 | 2 | 4 | 0.2 | -2 | -6 | -4 | -1
CCc1cccc(CC)c1NC(=O)C1CCN(C(=O)c2ccco2)CC1 | -1.2 | -7 | 1 | / | 1 | 0 | -1 | -1
Cc1nc2ccccc2c2oc(C(=O)NCC3CCCO3)cc12 (stereo unspecified) | / | / | 6 | / | 6 | 2 | 2 | /
C[C@H]1CN([C@@H](C)CO)C(=O)c2cc(-c3ccc(F)cc3)cnc2O[C@H]1CN(C)Cc1cccnc1 | -0.2 | 10 | 29 | -0.5 | 3 | -4 | 0 | -5
COc1ccc(NC(=O)Nc2ccc3c(c2)CC(=O)N([C@H](C)CO)C[C@H](C)[C@@H](CN(C)Cc2ccc(C(=O)Nc4ccccc4N)cc2)O3)cc1 | 1.6 | 26 | -8 | -1.3 | / | / | / | 0
CCn1cc(C(=O)O)c(=O)c2cc(F)c(N/N=C/c3ccccc3)cc21 | / | / | -27 | 0.0 | -2 | 21 | / | /
CC(=O)Nc1ccc(Sc2ccccc2C(=O)Nc2ccc(F)cc2)cn1 | -1.0 | -26 | -1 | 0.0 | / | 0 | / | 12
Cc1ccc(S(=O)(=O)Nc2cccc3c2O[C@@H](CN(C)Cc2ccc(C(=O)O)cc2)[C@H](C)CN([C@H](C)CO)C3=O)cc1 | -2.9 | 6 | -2 | -0.2 | 1 | 1 | -1 | 3
CCCCCCC(=O)Oc1cccc(N2C(=O)C3CCCCC3C2=O)c1 (stereo unspecified) | -4.6 | -4 | 8 | -0.2 | / | -4 | / | 0
Cc1ccccc1NS(=O)(=O)c1cc(S(C)(=O)=O)ccc1C | / | -8 | / | 1.1 | / | -5 | / | 6
COc1ccc(CC(=O)OCC(=O)NCc2ccc(F)cc2)cc1 | -4.3 | -24 | 1 | 0.0 | -3 | 2 | / | 0
COc1ccc(NC(=O)CSc2ccc3c(c2)OCCO3)cc1 | 2.1 | 0 | 8 | 0.0 | 6 | -6 | -4 | 2
CN1CCC(N(C)C(=O)c2ccc(Cl)c(S(=O)(=O)N3CCCCC3)c2)CC1 | 0.7 | -14 | 1 | 0.0 | -1 | 0 | -4 | 5
CCOc1c2ccc(C(=O)NCc3ccc4c(c3)OCO4)cc2nn1CCOC | -0.6 | 0 | -7 | 0.8 | -10 | -9 | -7 | -1
COc1cccc2cc(C(=O)NCc3ccco3)c(=Nc3ccc(C(=O)O)cc3)oc12 | 0.4 | -5 | 5 | / | -13 | -2 | 34 | -3
COc1ccc(NC(=O)CC2SC(N3CCOCC3)=NC2=O)cc1OC (stereo unspecified) | 0.8 | -14 | 18 | 0.0 | -6 | 12 | -2 | -7
CNC[C@H]1Oc2ccc(NS(=O)(=O)c3c(C)noc3C)cc2C(=O)N([C@@H](C)CO)C[C@@H]1C | -3.9 | -7 | 12 | -1.1 | -1 | -9 | 1 | -1
O=C(N1CCc2[nH]c3ccccc3c2C1)C(F)(F)F | -3.9 | -12 | -2 | 0.0 | -5 | 17 | 5 | -4
Cc1cccc(C(=O)N2CCN(Cc3nc4sc5c(c4c(=O)[nH]3)CCCC5)CC2)c1 | 1.8 | 7 | -48 | 0.0 | -7 | 5 | -6 | -3
CC1(C)Cc2c(cnn2-c2ccccc2)C(=O)/C1=N\NC(=O)c1ccccc1O | / | / | 59 | / | 3 | 3 | 27 | /
CCOC(=O)c1cnc2c(-c3ccccc3)cnn2c1C | 3.3 | -15 | 2 | 0.4 | / | -10 | / | 4
CCc1ccc(N2C(=O)CC(N3CCN(Cc4ccc5c(c4)OCO5)CC3)C2=O)cc1 (stereo unspecified) | -3.7 | -11 | -32 | 0.1 | / | -5 | -1 | -4
CC(=O)N1CC[C@@H]2[C@H]1c1cc(-c3ccccc3)ccc1N[C@@H]2CO | -1.1 | -6 | 3 | 0.2 | 9 | -1 | 24 | 3
CCCCN=C1NN=C(c2ccc(C)c(C)c2)CS1 | -4.8 | -35 | 4 | 0.0 | / | / | / | -3
COc1cc(/C=C/C(=O)N2CCN(Cc3ccccc3)CC2)cc(OC)c1OC | 6.4 | -16 | -12 | 0.0 | -5 | -19 | -2 | 2
COc1ccc(/C(C)=N/NC(=O)CNC(=O)/C=C\c2ccccc2)c(OC)c1 | -0.1 | -8 | -25 | 0.1 | -3 | 1 | -7 | -3
O=C(Nc1ccc(-c2csc(Nc3ccccc3)n2)cc1)c1cccc(C(F)(F)F)c1 | 2.4 | -24 | 3 | 0.0 | 6 | 24 | -11 | -3
CCOc1ccc(C2c3c(oc4cc(C)c(C)cc4c3=O)C(=O)N2CCCN2CCOCC2)cc1 (stereo unspecified) | -1.6 | -1 | 3 | 0.2 | 6 | / | 1 | 0
Cc1ccc(S(=O)(=O)N(C)C[C@H]2OCCCC[C@H](C)Oc3ccc(NS(C)(=O)=O)cc3C(=O)N([C@H](C)CO)C[C@H]2C)cc1 | 2.7 | 0 | 5 | 0.5 | 0 | -3 | 1 | 2
C[C@@H]1CN([C@@H](C)CO)C(=O)c2cc(C#Cc3ccccc3)cnc2O[C@H]1CN(C)Cc1ccccn1 | 0.1 | -51 | 4 | -1.4 | -7 | 12 | -4 | 2
CC(C)(C)n1nnnc1SCC(=O)Nc1nn(-c2ccccc2)nc1C(N)=O | -0.5 | -8 | 4 | 0.0 | 6 | -10 | -1 | 5
C[C@H](NC(=O)[C@H]1[C@H](CO)[C@H]2Cn3c(cccc3=O)[C@@H]1N2Cc1ccncc1)c1ccccc1 | 0.3 | -4 | -10 | 0.5 | 5 | -5 | 1 | -1
CCCNC(=O)Nc1nc(C(N)c2ccc(OC)cc2)cs1 (stereo unspecified) | 0.6 | -36 | -4 | 0.2 | 7 | / | -5 | 0
Cc1cc(C)c(NC(=O)CSc2nc(COc3ccccc3)nc3ccccc23)c(C)c1 | 2.1 | -42 | 14 | / | -8 | -53 | 15 | -1
CN(C)c1ccc(C(C(=O)NCC2CCCO2)N(C(=O)c2snc(C(N)=O)c2N)c2ccc3c(c2)OCO3)cc1 (stereo unspecified) | -2.7 | -13 | -6 | 0.0 | -5 | -4 | 0 | -2
Nc1cc(Cl)ccc1Oc1ccc2ccccc2c1 | -0.2 | 5 | -7 | / | / | -5 | / | 0
O=C(NC1CCCCC1)c1[nH]c(C(F)(F)F)nc1-c1ccccc1 | -1.8 | 9 | -18 | 0.0 | 9 | / | 2 | /
CCOc1ccc(Br)cc1S(=O)(=O)NC1CC(C)(C)NC(C)(C)C1 | 0.7 | -16 | -6 | 0.2 | -1 | -5 | -2 | /
N/C(COc1cc(Cl)cc(Cl)c1)=N\O | -0.6 | 2 | / | 0.0 | / | 22 | 7 | 2
CC(=O)c1cccc(N(CC(=O)Nc2ccccc2F)S(C)(=O)=O)c1 | 1.0 | -14 | 3 | 0.0 | -7 | -25 | -10 | -3
CCOc1cc2[nH]c(=O)n(CCCCCC(=O)NC3CCCC3)c(=O)c2cc1OCC | 2.0 | 6 | -1 | 0.0 | -8 | 4 | -5 | 2
CC(C)NCC(O)COc1ccc(CCOCC2CC2)cc1 (stereo unspecified) | / | -8 | / | -0.1 | -4 | -3 | 1 | -2
Nc1cc(N2CCCC2)c(Cl)cc1[N+](=O)[O-] | -1.7 | 9 | 10 | 0.2 | / | 8 | / | 4
CCC(NC(=O)c1[nH]c(C)c(C(C)=O)c1C)c1ccc(Br)cc1 (stereo unspecified) | -0.4 | -43 | -19 | 0.1 | -5 | 26 | -6 | 2
O=C(c1cnc(Cl)c(Cl)c1)N1CCN(S(=O)(=O)c2cccs2)CC1 | -0.4 | -49 | 7 | -0.1 | 4 | / | -7 | -1
C[C@@H]1CN([C@H](C)CO)S(=O)(=O)c2ccc(-c3cccc(F)c3)cc2O[C@H]1CN(C)C(=O)Nc1cc(F)ccc1F | -1.7 | -5 | -40 | -0.8 | 1 | 1 | 2 | -1
Cn1cnnc1SCC(=O)N1CCN(C(=O)c2ccco2)CC1 | 2.4 | -10 | 1 | 0.0 | / | 1 | / | 0
COc1c2ccoc2nc2c(OC)c(OCC(OC(C)=O)C(C)(C)O)ccc12 (stereo unspecified) | 0.3 | -12 | -8 | / | 8 | -4 | 7 | 3
O=C(NC(NC(=S)Nc1ccccc1C(=O)O)C(Cl)(Cl)Cl)c1ccco1 (stereo unspecified) | -0.6 | -28 | -12 | -0.1 | / | 31 | / | -8
COCCN(C(=O)CSc1nnc(-c2ccc(C)c(C)c2)o1)c1c(N)n(CC(C)C)c(=O)[nH]c1=O | 2.7 | -13 | -6 | -0.1 | 5 | -5 | 0 | 5
O=C(Nc1ccc2c(c1)[C@H]1C[C@H](CC(=O)N3CCc4ccccc4C3)O[C@H](CO)[C@H]1O2)C1CCC1 | -2.0 | 6 | -14 | 0.2 | 0 | 2 | 6 | 0
O=C(C=Cc1ccco1)c1ccco1 | 3.0 | -38 | -3 | -0.1 | -3 | -1 | -2 | 1
Cc1noc(C)c1S(=O)(=O)Nc1ccc2c(c1)C(=O)N([C@@H](C)CO)C[C@H](C)[C@@H](CN(C)S(=O)(=O)c1cn(C)cn1)O2 | -2.7 | 11 | 7 | 0.1 | -10 | / | 6 | 1
CC(C)C#Cc1ccc([C@@H]2[C@H](C#N)N(C(=O)c3cccc(F)c3)[C@H]2CO)cc1 | 2.4 | -29 | -6 | -0.1 | -2 | -2 | 16 | 1
CO/N=C(\C)C(Cc1ccc(Cl)nc1)Cc1ccc(Cl)nc1 | -1.2 | -13 | 11 | 0.2 | 0 | -1 | 1 | -2
COCCNC(=O)C[C@@H]1C[C@@H]2c3cc(NC(=O)C4CCC4)ccc3O[C@@H]2[C@H](CO)O1 | -0.8 | 4 | 19 | -0.1 | 6 | -15 | 0 | 0
C[C@@H]1CCCCO[C@@H](CN(C)S(=O)(=O)c2ccc(F)cc2)[C@H](C)CN([C@@H](C)CO)C(=O)c2cc(NC(=O)c3ccccc3)ccc2O1 | 1.0 | -29 | -7 | 0.4 | -2 | -4 | 9 | -2
O=C1O[C@@H](c2ccccc2)[C@@H](c2ccccc2)N2[C@@H](c3ccccc3OCCO)[C@]3(C(=O)Nc4ccccc43)[C@@H](C(=O)N3CCN(c4ncccn4)CC3)[C@H]12 | -1.3 | 30 | / | / | 2 | 4 | / | -1

Screens (PubChem BioAssay)
